# Screens (PubChem)
# HKDC1 inhibitor: HKDC1 hexokinase inhibitors, primary screen, biochemical, fluorescence, uHTS; Q2TB90; recombinant HKDC1, G6PDH/diaphorase resazurin coupled fluorescence; inhibition, % at 20 µM; 340,000 compounds, 0.16% hits; AID 493160, 2011;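 active = inhibition above about 35% when tested at 20 µM, limit read from the data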;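 note: plate controls were DMSO wells with enzyme for no effect and DMSO wells lacking enzyme for full effect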
#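 Assay system: recombinant HKDC1 hexokinase; detection: coupled resazurin fluorescence, excitation 525 nm, emission 613 nm; benchmarks: DMSO-plus-enzyme-mix negative control, buffer-substituted positive control; compound dosing: single 20 µM dose; schedule: 90 min at room temperature in dark; also added: glucose plus 1 mM ATP as hexokinase substrates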
# ATG4B inh: ATG4B protease inhibitors, primary screen, biochemical, fluorescence, uHTS; ATG4B cleavage of LC3-PLA2, NBD-HPC fluorescence, 1 h; 340,000 compounds, 0.51% hits; inhibition, % at 8.33 µM; in the data active = inhibition above about 40%
# Target sequence (Q9Y4P1 whole entry, looked up): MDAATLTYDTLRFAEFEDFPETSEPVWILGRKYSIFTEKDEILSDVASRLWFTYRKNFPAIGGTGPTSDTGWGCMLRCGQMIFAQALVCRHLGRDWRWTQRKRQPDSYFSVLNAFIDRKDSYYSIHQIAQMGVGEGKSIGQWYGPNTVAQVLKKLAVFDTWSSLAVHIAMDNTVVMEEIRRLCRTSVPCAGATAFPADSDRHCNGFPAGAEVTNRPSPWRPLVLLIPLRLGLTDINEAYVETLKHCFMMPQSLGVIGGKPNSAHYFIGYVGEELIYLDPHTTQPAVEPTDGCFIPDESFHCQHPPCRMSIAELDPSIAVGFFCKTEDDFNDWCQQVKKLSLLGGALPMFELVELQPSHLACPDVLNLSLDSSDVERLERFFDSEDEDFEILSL
# SENP8 block: human SENP8 protease inhibitors, primary screen, biochemical, fluorescence, Nedd8 protein substrate, uHTS | Sentrin-specific protease 8 (Homo sapiens), Q96LD8 | recombinant SENP8 | inhibition, % at 20 µM | 360,000 compounds, 0.64% hits | AID 602440, 2012; in the data active = inhibition mostly above about 40%, no sharp cut-off; inactive = mostly below about 27%
# Target sequence (Q96LD8 whole entry, looked up): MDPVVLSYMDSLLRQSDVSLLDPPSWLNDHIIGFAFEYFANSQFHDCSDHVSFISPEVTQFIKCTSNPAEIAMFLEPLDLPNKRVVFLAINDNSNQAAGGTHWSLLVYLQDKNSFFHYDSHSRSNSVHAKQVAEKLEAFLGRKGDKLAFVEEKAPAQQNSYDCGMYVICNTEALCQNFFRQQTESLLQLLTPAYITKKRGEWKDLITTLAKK
# MPTP inh: mitochondrial permeability transition pore inhibitors, primary screen, biochemical, isolated mouse mitochondria, absorbance. AID 602449, 2012. inhibition, % at 10 µM. Ca2+ swelling absorbance, 30 min. 360,000 compounds, 1.4% hits;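 active = inhibition of 50% or more, scaled per plate between neutral and stimulator controls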;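 note: 0% = DMSO wells given calcium and 100% = 1 mM EGTA wells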
# PfGluPho inh: PfG6PD enzyme inhibitors, primary screen, biochemical, fluorescence intensity, uHTS. 350,000 compounds, 0.78% hits. AID 504690, 2011. PfGluPho enzyme, NADPH resazurin-diaphorase fluorescence. inhibition, % at 20 µM;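 active = inhibition reaching at least a set limit at 20 µM in the primary screen, cut at about 59% in these data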;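 note: 0% = DMSO wells with substrate and 100% = DMSO wells lacking glucose-6-phosphate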
# SENP7 block: SENP7 protease inhibitors, primary screen, biochemical, luminescence, uHTS; recombinant SENP7, Z-RLRGG-aminoluciferin luminescence, 40 min; inhibition, % at 5 µM; 330,000 compounds, 1.5% hits;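 active = inhibition above about 50% at the single test dose, limit read from the data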;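 note: plate controls were DMSO with enzyme for no effect and no enzyme buffer wells for full effect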
# Target sequence (Q9BQF6 706-1050 limits assumed): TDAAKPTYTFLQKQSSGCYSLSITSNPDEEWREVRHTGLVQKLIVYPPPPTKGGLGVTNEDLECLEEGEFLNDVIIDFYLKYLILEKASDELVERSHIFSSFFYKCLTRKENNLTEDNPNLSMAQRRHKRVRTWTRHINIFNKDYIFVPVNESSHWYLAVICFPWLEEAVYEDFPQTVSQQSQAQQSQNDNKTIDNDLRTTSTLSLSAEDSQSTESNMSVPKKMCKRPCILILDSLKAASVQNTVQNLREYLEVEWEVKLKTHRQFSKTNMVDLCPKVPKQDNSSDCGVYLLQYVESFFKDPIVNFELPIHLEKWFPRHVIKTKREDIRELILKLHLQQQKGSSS
# SENP6 block: SENP6 protease inhibitors, primary screen, biochemical, luminescence, uHTS; inhibition, % at 10 µM; Sentrin-specific protease 6 (Homo sapiens), Q9GZR1; 330,000 compounds, 1.8% hits; Recombinant SENP6 catalytic domain, aminoluciferin luminescence;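 active = inhibition above about 50% at the single tested dose, limit read from the data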;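 note: plate controls were DMSO wells with enzyme for no effect and DMSO wells lacking enzyme for full effect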
# NR3A LBD binder: binders of NR3A ligand-binding domain, primary screen, biophysical, differential scanning fluorimetry, uHTS; Glutamate receptor ionotropic, NMDA 3A (GRIN3A) ligand-binding domain; NR3A LBD differential scanning fluorimetry, Tm shift; 0% = protein alone, 100% = glycine-bound protein; Tm shift relative to glycine control, % at 25 µM; 340,000 compounds, 2.5% hits; AID 1259313, 2017;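 active = melting temperature shift of at least 10% of the positive control shift, at one fixed dose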
# The depositor's hits bear a star; . = not tested or not shown. Rows were taken by chance (roughly 6.9% active in at least one column).
SMILES,HKDC1 inhibitor,ATG4B inh,SENP8 block,MPTP inh,PfGluPho inh,SENP7 block,SENP6 block,NR3A LBD binder
CCNC(=S)NS(=O)(=O)c1ccc(Cl)cc1,-6,10,15,-1.0,-17,-7,-1,0
COc1cc(C(=O)OCC(=O)Nc2ccccc2C(=O)NC2CC2)c([N+](=O)[O-])cc1OC,-4,-8,4,-0.5,-1,3,-12,0
O=C(NC(=S)NCC1CCCO1)c1cccc([N+](=O)[O-])c1 (stereo unspecified),-5,-8,19,1.6,-1,5,4,0
COc1ccccc1C(=O)NC(=O)COC(=O)CN1C(=O)NC2(CCCCC2C)C1=O (stereo unspecified),-4,-3,-4,0.1,5,-5,-8,0
COCCN1C(=O)c2ccc(C(=O)O)cc2C1=O,-1,-4,11,-1.8,-14,-14,-2,-1
O=C(COc1ccc([N+](=O)[O-])cc1)NC(=O)NC1CCS(=O)(=O)C1 (stereo unspecified),-3,1,14,-1.2,4,-5,-14,1
CN(C)C(/C=C/Nc1ccc(Br)cc1)=C(C#N)C#N,-10,3,11,-1.3,3,3,-20,-3
CCn1c(=O)c(C(=O)CN2CCN(S(=O)(=O)c3ccc(C)cc3C)CC2)c(N)n(Cc2ccccc2)c1=O,0,-14,26,-0.6,25,7,-13,-16
Cc1cc(C(=O)NC(C)c2ccncc2)no1 (stereo unspecified),-6,-13,-2,-0.2,-17,-6,-10,-1
O=C(NCCN1CCCC1)c1ccc2c(=O)n(CCc3ccccc3)c(=O)[nH]c2c1,-1,-6,-182,0.7,12,-3,4,-2
COc1ccc(C(=O)NC(Oc2ccccc2)C(Cl)(Cl)Cl)cc1 (stereo unspecified),-3,-6,7,-1.8,-1,-1,-10,1
O=S(=O)(c1ccc(S(=O)(=O)N2CCN(C/C=C/c3ccccc3)CC2)cc1)N1CCCC1,3,-6,26,-0.1,10,1,1,-1
O=C(Nc1cccc2c1C(=O)NC2=O)c1ccc(S(=O)(=O)N2CCCC2)cc1,-2,-8,-466,-2.0,10,11,15,3
Cc1c(CCNC=O)cc(C)c2c3c(oc12)CCCC3,-1,2,-25,-0.2,4,.,.,0
Cc1c(Cl)cc(C(C)C)c(O)c1CN1CCOCC1,1,7,-1,0.8,7,.,.,0
COc1ccccc1C1c2[nH]c3ccccc3c2CCN1Cc1ccc(NC(C)=O)s1 (stereo unspecified),3,3,-13,1.2,6,11,-14,0
COc1ccc(OC)c(/C=C/C(=O)N2CCCc3ccccc32)c1,4,16,-40,-9.7,13,6,-15,1
Cc1c(OCC(=O)Nc2cccnc2)ccc2c3c(c(=O)oc12)CCC3,10,-15,-46,-2.8,9,-2,-20,2
CC1OC(Oc2c(-c3cc(O)c(O)c(O)c3)oc3cc(O)cc(O)c3c2=O)C(O)C(O)C1O (stereo unspecified),5,-22,0,1.9,31,8,-14,-3
CCCOC(=O)c1cccc(NC(=O)COc2ccc([N+](=O)[O-])cc2)c1,-2,-9,25,32,19,-1,-14,-5
CC1CCCC(NC(=O)CCS(=O)(=O)c2ccc3c(c2)NC(=O)CS3)C1C (stereo unspecified),-3,-8,13,-2.9,14,-4,9,-1
O=C(C1CC1)N1CCc2cc(S(=O)(=O)NC3CCN(Cc4ccccc4)CC3)ccc21,-3,-9,18,12,-15,7,1,0
CCc1cccc(OCC(=O)Nc2ccccc2N2CCCC2)c1,4,16,13,-1.2,1,3,3,5
O=c1ccc(S(=O)(=O)N2CCCC2)cn1Cc1ccc(Cl)cc1Cl,-1,-8,3,-2.2,-5,3,-5,0
Cc1cccc(NC(=O)c2cc3ccccc3oc2=O)c1,-8,-3,12,1.6,-5,97*,88*,-3

# The last five compounds of the part before lead into the next.
SMILES,HKDC1 inhibitor,ATG4B inh,SENP8 block,MPTP inh,PfGluPho inh,SENP7 block,SENP6 block,NR3A LBD binder
CC1CCCC(NC(=O)CCS(=O)(=O)c2ccc3c(c2)NC(=O)CS3)C1C (stereo unspecified),-3,-8,13,-2.9,14,-4,9,-1
O=C(C1CC1)N1CCc2cc(S(=O)(=O)NC3CCN(Cc4ccccc4)CC3)ccc21,-3,-9,18,12,-15,7,1,0
CCc1cccc(OCC(=O)Nc2ccccc2N2CCCC2)c1,4,16,13,-1.2,1,3,3,5
O=c1ccc(S(=O)(=O)N2CCCC2)cn1Cc1ccc(Cl)cc1Cl,-1,-8,3,-2.2,-5,3,-5,0
Cc1cccc(NC(=O)c2cc3ccccc3oc2=O)c1,-8,-3,12,1.6,-5,97*,88*,-3
COc1ccc(OC)c(Nc2nc(N)c([N+](=O)[O-])c(NC3CCCCC3)n2)c1,6,-8,29,1.4,8,-3,9,0
O=[N+]([O-])c1cccc(-c2ccc(SCc3cccnc3)nn2)c1,0,-4,23,-0.4,10,-7,-3,0
COc1cccc(N2CC(C(=O)Nc3ccc(C(=O)OC(C)C)cc3)CC2=O)c1 (stereo unspecified),-4,-17,18,-0.1,2,1,11,-10
CC(C)C(NC(=O)OCc1ccccc1)C(=O)NC(Cc1ccc(O)cc1)C(=O)O (stereo unspecified),2,1,0,0.5,-1,0,-12,1
COc1cccc(NC(=O)Nc2nc(SC(C)(C)C)ns2)c1,0,2,7,93*,21,10,-10,40*
CC(=O)Nc1c(Cl)cc(Cl)c2c1Cc1cc(Cl)ccc1-2,-7,1,18,2.5,-7,.,.,-2
O=C1CC(c2ccccc2)CC(O)=C1C=NCCc1ccccc1 (stereo unspecified),-11,7,12,2.0,-14,9,3,-3
CC(C)NC(=O)[C@@H]1CSC2c3ccccc3C(=O)N21 (stereo partly specified),-5,-12,5,0.9,15,-4,-8,2
O=C(NNC(=O)c1ccc(S(=O)(=O)N2CCCCC2)cc1)c1ccccc1,-9,6,4,-0.9,-7,-5,-5,-2
Cc1ccccc1CN(C)c1ccc(S(=O)(=O)N2CCN(C)CC2)cn1,-5,-2,-33,0.7,10,-3,-9,-2
O=C(Nc1ccccc1)C1CC(=O)n2ncnc2N1 (stereo unspecified),-11,-5,11,0.1,-4,-2,-4,0
CC(=O)COc1ccc2c(c1C)O/C(=C\c1ccco1)C2=O,2,0,-237,1.9,19,7,-12,-1
Cc1cc(C)nc(NS(=O)(=O)c2ccc(N/C=C/C(=O)c3ccc(Cl)cc3)cc2)n1,-7,-5,-287,5.5,-16,-1,11,-17
N#CCCN(Cc1cccnc1)C(=S)Nc1ccc(OC(F)F)cc1,-5,0,0,-0.3,3,-6,-34,0
COCCNC(=S)N(CCc1c(C)[nH]c2ccc(C)cc12)Cc1cccnc1,-6,-5,16,-0.4,-6,0,9,-1
CCn1c(C)c(C2=CCN(S(=O)(=O)c3ccccc3)CC2)c2ccccc21,9,-3,-274,0.7,0,-8,-12,0
Cc1c(NS(=O)(=O)c2ccc3c(c2)n(C)c(=O)n3C)c(=O)n(-c2ccccc2)n1C,4,15,14,-0.6,8,-9,-14,0
CCOC(=O)c1c(C)n(OC)c2ccc3c(no[n+]3[O-])c12,-11,-18,5,0.7,-13,7,-23,-1
O=S(=O)(c1ccc2c(c1)OCCO2)N1CCN(c2nc3ccccc3s2)CC1,-7,-19,6,1.8,-13,-2,-22,-1
COC(=O)[C@H](Cc1ccc(O)cc1)NC(=O)Cn1cnc2c(OCc3ccccc3)ncnc21,-3,-6,-2,2.1,-15,4,5,1
CCOC(=O)CN1N=C(/C=C/c2ccc(C)cc2)CCC1=O,-5,0,16,0.4,-6,-1,0,-2
CC1=C(C(N)=O)C(c2ccc(Cl)cc2)NC(=O)N1 (stereo unspecified),-3,1,6,2.2,7,-9,-9,-2
Oc1c(Br)cc(Br)cc1C=Nc1cccnc1,15,22,-10,2.0,24,16,55*,3
CCOc1cccc2cc(C(=O)NCc3ccc(OC)cc3)c(=N)oc12,5,4,-30,2.9,2,-4,-2,0
Cc1ccc2c(c1C)OC(=O)CC2(C)C,-8,-7,-36,-8.8,-3,-3,-6,0
# (continued)
SMILES,HKDC1 inhibitor,ATG4B inh,SENP8 block,MPTP inh,PfGluPho inh,SENP7 block,SENP6 block,NR3A LBD binder
CCOC(=O)C(Sc1cc(C)nc(N)n1)C(C)=O (stereo unspecified),3,4,12,-1.1,16,5,-2,-1
C[C@H](NC(=O)c1cc2cc(Cl)ccc2n1C)C(=O)N1CCC[C@H]1C(=O)O,1,-11,13,-0.9,-8,10,-16,-5
COc1ccc(CCNC(=O)CSc2nnnn2-c2ccccc2OC)cc1OC,-7,-15,1,-0.4,1,2,12,-2
Cc1ccc(C)c(OCCC(=O)N2CCN(S(=O)(=O)c3cc(C)ccc3C)CC2)c1,-2,-2,5,-1.8,14,-4,-9,-1
Cc1nn(C)c(C(=O)Nc2ccn(Cc3ccccc3F)n2)c1[N+](=O)[O-],-11,4,17,-2.9,-4,4,-9,1
COc1ccc(S(=O)(=O)N2CCN(C(=O)N3CCOCC3)C2C)cc1 (stereo unspecified),-12,-3,3,-0.3,3,0,19,-2
CC1(C)Oc2ccc(C(=O)NN)cc2NC1=O,-9,-7,10,-1.7,5,3,-11,1
COCC(=O)n1nc(-c2ccc(Cl)cc2)nc1NCc1ccc(F)cc1,2,-4,9,2.3,5,-8,-6,1
C[C@H](NC(=O)NCc1cccs1)C(=O)O,4,-1,8,-1.4,1,4,-3,1
COc1ccc(-c2nn(-c3ccccc3)cc2/C=C/C(=O)O)cc1[N+](=O)[O-],1,9,14,0.8,36,6,-18,0
CCOC(=O)c1[nH]cnc1C(=O)Nc1ccccn1,-2,8,0,1.2,0,4,-2,-4
Cc1csc2ncc(C(=O)N3CCCc4ccccc43)c(=O)n12,-2,-4,-72,1.6,7,4,-2,4
COc1ccc(S(=O)(=O)N2CCC(C(=O)NCC3CCCO3)CC2)cc1C (stereo unspecified),-8,-3,15,-0.8,0,-1,-18,-3
CC1CCC(NC(=O)CN2C(=O)NC(C)(C)C2=O)CC1 (stereo unspecified),-7,1,4,-0.8,2,-4,-1,1
Cc1ccc(S(=O)(=O)N2CCN(S(=O)(=O)c3cccs3)CC2)cc1,-4,1,1,-0.1,-8,-1,-18,3
COc1cccc(CN(C)C(=O)/C=C/c2ccc(S(=O)(=O)N3CCCCCC3)cc2)c1,4,-2,7,0.4,17,-3,8,24*
O=C(/C=C/c1cc(Br)ccc1F)OCC(=O)N1CCCC1,-3,0,7,-0.3,-3,0,-1,1
COc1ccccc1OCC(=O)Nc1c2c(nn1-c1ccc(C)cc1)CS(=O)(=O)C2,1,-6,19,-0.6,11,10,-16,-2
Cc1cc(CN(C)C(=O)C2CCC(=O)N(CCc3cccc(F)c3)C2)on1 (stereo unspecified),-6,-4,1,-0.1,-4,3,12,0
O=C(O)Cn1cc(/C=N/Nc2ccc([N+](=O)[O-])cn2)c2ccccc21,-3,5,14,0.4,2,-2,-4,-5
c1ccc(CCn2c(C3CC3)nc3ccccc32)cc1,14,0,9,-0.2,6,-8,11,-1
CCCn1c(=S)[nH]c2ccccc2c1=O,-10,6,0,-1.6,9,-1,4,-1
COc1ccccc1N(C(=O)c1snc(C(N)=O)c1N)C(C(=O)NC1CCCC1)c1ccco1 (stereo unspecified),-7,2,-352,-1.6,-4,-4,-1,-1
CCOC(=O)C1CCN(C(=O)c2sc3nc(-c4ccc(F)cc4)cn3c2C)CC1,-4,-3,3,11,9,9,13,2
CCN(CC)S(=O)(=O)c1ccc(C(=O)NC(C)(C)C)cc1,1,12,5,-1.3,-10,-4,-2,-3
CCc1cc2c(=O)c(-c3cscn3)coc2cc1O,-3,7,-99,0.0,-1,48,42,-2

# An excerpt from above with just SENP8 block and PfGluPho inh.
canonical_smiles,SENP8 block,PfGluPho inh
CCN(CC)S(=O)(=O)c1ccc(C(=O)NC(C)(C)C)cc1,5,-10
CCc1cc2c(=O)c(-c3cscn3)coc2cc1O,-99,-1
